High-throughput results (PubChem)
SRC3 TRFRET art – TR-FRET detection interference compounds, artefact control for PPARgamma SRC-3 recruitment agonists, biochemical, TR-FRET ratio | TR-FRET artefact counter-screen, PPARgamma/SRC-3 format; stronger effect = higher value | TR-FRET ratio at 8 µM | 0.39% of 99,000 active | AID 1048, 2008; in the data active = TR-FRET ratio above about 2000; also: inactives centre near 1600
SRC1 TRFRET art – TR-FRET detection interference compounds, primary screen, artefact control for PPARgamma SRC-1 recruitment agonists, biochemical, TR-FRET emission ratio | TR-FRET detection artefact counter-screen; stronger effect = higher value | TR-FRET ratio at 8 µM | 0.34% of 99,000 active | AID 1051, 2008; in the data active = TR-FRET ratio above about 2300; also: inactives centre near 1800
* hit, by the source's call. Not all compounds are listed, so the mix of outcomes need not match the whole.

The first 7 entries, to show the layout:
SMILES	SRC3 TRFRET art	SRC1 TRFRET art
Cn1c(CO)cnc1SCC(=O)c1ccc(Br)cc1	1540	1944
CN(Cc1ccon1)Cc1cn[nH]c1-c1ccc(-c2ccccc2)cc1	1788	1899
CCCC(=O)OCC(=O)Nc1ccc(N=Nc2ccccc2)cc1	1649	2050
COc1ccc(CCNC(=O)Cn2c(=O)n(-c3ccc(F)cc3)c(=O)c3sccc32)cc1OC	1459	1571
CC(=O)c1c(C)[nH]c(C(=O)Nc2ccc(Cl)c(S(=O)(=O)N3CCOCC3)c2)c1C	1561	1645
O=C(NCc1ccncc1)C(=O)Nc1ccc2c(c1)OCO2	1479	1818
CCCCOc1ccc(NC(=O)[C@@H]2CCCN2C(=O)C2CCN(S(=O)(=O)c3ccc(C)cc3)CC2)cc1	1638	2072

The list itself, from the first entry:
SMILES	SRC3 TRFRET art	SRC1 TRFRET art
Cn1c(CO)cnc1SCC(=O)c1ccc(Br)cc1	1540	1944
CN(Cc1ccon1)Cc1cn[nH]c1-c1ccc(-c2ccccc2)cc1	1788	1899
CCCC(=O)OCC(=O)Nc1ccc(N=Nc2ccccc2)cc1	1649	2050
COc1ccc(CCNC(=O)Cn2c(=O)n(-c3ccc(F)cc3)c(=O)c3sccc32)cc1OC	1459	1571
CC(=O)c1c(C)[nH]c(C(=O)Nc2ccc(Cl)c(S(=O)(=O)N3CCOCC3)c2)c1C	1561	1645
O=C(NCc1ccncc1)C(=O)Nc1ccc2c(c1)OCO2	1479	1818
CCCCOc1ccc(NC(=O)[C@@H]2CCCN2C(=O)C2CCN(S(=O)(=O)c3ccc(C)cc3)CC2)cc1	1638	2072
COC(=O)C1=C(C)NC(=S)NC1c1ccc(-c2ccccc2C(=O)OC)o1 (centres undefined)	1567	1539
O=C(NC(=S)N1CCCc2ccccc21)c1ccc(Cl)cc1	1998	2014
CSc1ccc(CN(C)CC(=O)Nc2ccc(C)cc2Br)cc1	1583	1706
COc1ccc(CNC(=O)CS(=O)CC(=O)O)cc1OC (centres undefined)	1388	1834
CCOC(=O)N1CCC(NC(=O)c2ccc3snnc3c2)CC1	1621	2010
Cc1ccc(CN2CCN(Cc3cnc(N(C)C)s3)CC2CCO)o1 (centres undefined)	1537	1719
O=[N+]([O-])c1ccccc1S(=O)(=O)Oc1ccccc1/C=N/n1cnnc1	1732	1684
Cc1nn(C)c(N)c1-c1ccccc1	1529	1690
CCNC(=S)N(CCc1c(C)[nH]c2ccc(C)cc12)Cc1cc(OC)c(OC)c(OC)c1	1644	1770
CCCCOC(=O)Nc1sc2c(c1C(=O)OC)CCC2	1520	1823
Cc1nnc(NC(=O)CC(NC(=O)C(F)(F)F)c2ccccc2)s1 (centres undefined)	1402	1739
CCN(CC)S(=O)(=O)c1ccc2c(c1)[nH]c(=S)n2CC	1525	1774
CN(CC(=O)Nc1ccc(Cl)cc1)C(=O)c1cccc(S(=O)(=O)N(C)C)c1	1744	1676
COc1cccc(CN(C)CC(=O)Nc2ccccc2C(=O)Nc2ccccc2)c1OC	1657	1998
OCCC1CN(Cc2nc3ccccc3s2)CCN1C1CCCC1 (centres undefined)	1350	1542
Cc1cccc(N2CCN(c3ccc(C(N)=O)cc3[N+](=O)[O-])CC2)c1C	1638	1889
CC(=O)Nc1cc(NC(C)=O)c(CC(C)C)s1	1405	2094
COc1ccc(/C=C/C(=O)OCC(=O)Nc2ccc(S(N)(=O)=O)cc2)cc1OC	1720	1848
CSCCC(NC(=O)C12CC3CC(CC(C3)C1)C2)C(=O)OCC(=O)c1ccc(C)cc1 (centres undefined)	1612	1817
COc1ccc(CNC(=O)COC(=O)CCc2c[nH]c3ccccc23)cc1	1347	1459
CCN(Cc1ccccc1)S(=O)(=O)c1ccc(S(=O)(=O)N2CCN(CCC#N)CC2)cc1	1784	1949
O=C(OC1CSc2nc3ccccc3n2C1)c1ccco1 (centres undefined)	1442	1989
COc1cnc(SCCC(F)=C(F)F)[nH]c1=O	1356	1486
Cc1cc(Cl)ccc1OCCCC(=O)N/N=C/c1cccc([N+](=O)[O-])c1	1387	1830
Cc1ccccc1-n1c(-c2csc(C)c2C)n[nH]c1=S	1664	1752
COC(=O)c1ccc(/C=N\NC(=O)CC(=O)NCCc2ccccc2)cc1	1412	1711
CCCOC(=O)c1ccc(O)c(OC)c1	1702	2021
COc1cc(C)nc(Oc2ccc(OCCOc3ccccc3)nn2)n1	1739	1809
Cc1ccccc1OCC(=O)NN1CCN(C)CC1	1405	1691
O=C(CCN1C(=O)C2CCCCC2C1=O)NNC(=O)c1cccc(Cl)c1 (centres undefined)	1651	1680
Cc1cc2cc(CNC(=O)c3cccc([N+](=O)[O-])c3)ccc2n1C	1478	1510
CC(C)(C)c1ccc(-c2nnc(SCC(=O)NC3CCS(=O)(=O)C3)n2N)cc1 (centres undefined)	1392	1553
O=C(CCC1CCCN(C(=O)c2ccc3[nH]ccc3c2)C1)N1CCN(c2ccccn2)CC1 (centres undefined)	1558	1800

The final three entries of the section before are carried over, then new ones follow:
SMILES	SRC3 TRFRET art	SRC1 TRFRET art
Cc1cc2cc(CNC(=O)c3cccc([N+](=O)[O-])c3)ccc2n1C	1478	1510
CC(C)(C)c1ccc(-c2nnc(SCC(=O)NC3CCS(=O)(=O)C3)n2N)cc1 (centres undefined)	1392	1553
O=C(CCC1CCCN(C(=O)c2ccc3[nH]ccc3c2)C1)N1CCN(c2ccccn2)CC1 (centres undefined)	1558	1800
COc1ccc(C(=O)N/C(=C\c2ccc([N+](=O)[O-])cc2)C(=O)NC(CCSC)C(=O)O)cc1 (centres undefined)	1667	1939
CN1CCN(c2cc(C(F)(F)F)nc(-c3ccccn3)n2)CC1	1627	1715
Cc1cc(C)c(S(=O)(=O)N2CCOC2CNC(=O)C(=O)NCCc2c[nH]c3ccccc23)c(C)c1 (centres undefined)	1624	1798
COC(=O)c1ccc(CN2CCN(CC=C(C)C)C(CCO)C2)cc1 (centres undefined)	1631	1811
CC1(C)C([N+](=O)[O-])C(c2ccc(Cl)cc2)NC(c2ccc(Cl)cc2)C1[N+](=O)[O-] (centres undefined)	1756	1829
N=C1C(c2nc(-c3ccc(Br)cc3)cs2)=C(O)CN1NC(=O)c1ccc([N+](=O)[O-])cc1	1718	1809
CCC(=O)NC(=S)NNC(=O)c1ccc(NC(=O)c2ccccc2)cc1	1494	1792
CC1CCC(NC(=O)C2c3ccccc3C(=O)N2Cc2cccs2)CC1 (centres undefined)	1762	2016
COc1cccc(Nc2n[nH]c(=S)s2)c1	1473	1738
Cc1noc(C)c1COc1ccc(CC(=O)NCc2ccccc2)cc1	1303	1786
CC1CCN(c2cc(N(C)CCO)c([N+](=O)[O-])c3nonc23)CC1	1561	2003
CCOC(=O)C(NCCc1ccccc1F)(NC(C)=O)C(F)(F)F (centres undefined)	1613	1809
CCOc1ccc(C2NC(=O)C(C#N)=C(S)N2c2cccc(C)c2)cc1OC (centres undefined)	1519	1851
O=C(CO/N=C/c1ccccc1OC(F)F)N1CCc2ccccc21	1744	1954
Cc1nn(Cc2ccccc2)c(Cl)c1C(=O)NCCc1ccc(Cl)cc1	1664	1790
CN(CC(=O)Nc1ccc(Cl)c(C(F)(F)F)c1)Cc1cc(=O)n2ccsc2n1	1643	1729
COc1ccc(Nc2nc(S(=O)(=O)c3ccc(C)cc3)c(Cl)s2)cc1	1860	2100
CCCCNC(=O)c1ccc(-n2c(=S)[nH]c3ccccc3c2=O)cc1	1480	1866
CSCCC(NC(=O)c1ccc([N+](=O)[O-])cc1Cl)C(=O)OCC(=O)NCC(F)(F)F (centres undefined)	1607	2046
CSCCC(NC(=O)c1ccc([N+](=O)[O-])cc1Cl)C(=O)OCC(=O)NCCCc1ccccc1 (centres undefined)	1423	1671

Record cards (already shown). Values in the order: SRC3 TRFRET art, SRC1 TRFRET art
Cc1nn(Cc2ccccc2)c(Cl)c1C(=O)NCCc1ccc(Cl)cc1 is listed as 1664, 1790
CC1CCN(c2cc(N(C)CCO)c([N+](=O)[O-])c3nonc23)CC1 is listed as 1561, 2003
CCCCNC(=O)c1ccc(-n2c(=S)[nH]c3ccccc3c2=O)cc1 is listed as 1480, 1866
CSCCC(NC(=O)c1ccc([N+](=O)[O-])cc1Cl)C(=O)OCC(=O)NCC(F)(F)F (centres undefined) is listed as 1607, 2046

The results go on.
SMILES	SRC3 TRFRET art	SRC1 TRFRET art
CCOc1cc2c(cc1OCC)C(c1ccc(OC)c(OC)c1)N(c1ccc(C(=O)O)cc1)C(=O)C2 (centres undefined)	1510	1917
CCn1c(SCC(=O)NCc2ccccc2)nnc1-c1cccnc1	1708	1880
Cc1cc(C)nc(NS(=O)(=O)c2ccc(NC(=O)Cc3ccccc3)cc2)n1	1603	1462
Cc1ccc(F)cc1NC(=O)C1CC(=O)N(CCc2ccccc2)C1 (centres undefined)	1704	1903
C/C(=C\C=C\c1ccccc1)C(=O)c1c(C)cc(C)[nH]c1=O	1747	2134
Cc1ccn2cc(-c3cccc([N+](=O)[O-])c3)nc2c1	1755	1591
C=CCN(c1ccc(Cl)cc1)S(=O)(=O)c1cccc(C(=O)OCC(=O)N(C)C)c1	1591	1735
Cc1ccc(C)c(NC(=S)/C(=C(\[O-])c2ccc(OC(F)F)cc2)[n+]2ccccc2)c1	1622	1898
COc1ccc(-c2nc(NC(=O)Cn3c(=O)oc4ccccc43)sc2C)cc1	1651	1705
O=C(CNS(=O)(=O)c1ccccc1)NNC(=O)C(Cl)Cl	1616	1797
CCN(CC)c1ncnc2c1cnn2Cc1ccc(Cl)cc1	1457	1873
Nc1cccc(S(=O)(=O)Nc2ccccc2)c1	1589	1887
O=C(CNC(=O)c1ccccc1Cl)OC1CCOC1=O (centres undefined)	1458	1744
Fc1ccc(-n2cc(CNCCc3ccncc3)c(-c3ccccc3Cl)n2)cc1	1833	1764
C#CCn1c(=NC(=O)c2ccc(Br)s2)sc2cc(NC(C)=O)ccc21	1650	1868
CC(Oc1ccc(Cl)cc1Cl)C(=O)N(C)c1ccccc1 (centres undefined)	1725	1642
O=C(O)COc1c(-c2ccc(Cl)cc2)oc2ccccc2c1=O	1793	1916
CCCOC(=O)c1ccc(NC(=O)c2cc(Cl)ccc2OC)cc1	1523	1918
CCOC(=O)Cc1nc2ccccc2o1	1553	1649
CC(=O)n1cc([C@@H]2C=C(C(=O)N3CCN(Cc4ccc5c(c4)OCO5)CC3)O[C@H](OCc3ccc(CO)cc3)C2)c2ccccc21	1668	1822
NC(=O)c1nsnc1-c1ccccc1O	1575	1378
Cc1cc(C)c(C)c(S(=O)(=O)N[C@@H](C)C(=O)OCc2cc(=O)n3cc(Br)ccc3n2)c1C	1541	2096
Cc1nnsc1C(=O)NNC(=O)Nc1ccccc1	1450	1692
Cc1cccc(NC(=O)c2ccccc2-c2ccccc2)c1	1537	1830
CC1CCN(S(=O)(=O)c2ccc3c(c2)c(=O)c(C(=O)NCc2cccs2)cn3C)CC1	1464	1723
Cc1noc(C)c1CSc1nnc(-c2cccnc2)n1C1CCCCC1C (centres undefined)	1578	1515
Cc1cc(NC(=O)C2CCN(S(=O)(=O)c3cnc[nH]3)CC2)ccc1Br	1950	1852
COc1cc(/C=C/C(=O)OCC(=O)Nc2sc3c(c2C#N)CCC(C)C3)ccc1OCC#N (centres undefined)	1250	1754
Cc1ccc(NC(=O)c2ccco2)c(NC(=O)C2CCCO2)c1 (centres undefined)	1515	1861
c1ccc(CN2CCOCCOCCOCCOCCOCCOCC2)cc1	1486	1931
O=C(c1cccc([N+](=O)[O-])c1)N1CCN(C(=O)c2ccco2)CC1	1474	1668
Cc1cc(Cl)ccc1OCCCC(=O)NCCN1C(=O)S/C(=C\c2cccnc2)C1=O	1636	1826
COc1ccc(C(=O)c2ccccc2)c(OCC(=O)N(C)C)c1	1719	1715
